Compound activity: PubChem, National Center for Advancing Translational Sciences (NCATS)
IL-2 act = IL-2 activation. actives 0.065% (n = 360,000). IL-2 activation reporter assay, cell-based qHTS; stimulated with anti-CD3/CD4/CD28 beads; in transgenic mouse T cells. activation, % (series mostly up to about 46 µM); in the data active = activation above about 50%; inconclusive = mostly about 30% to 49%; note: 0% is about no effect
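EGFP and DsRed fluorescence is measured by plate cytometry in unstimulated transgenic mouse T cells exposed to compound for 60 minutes, then stimulated 18 hours at 37 degrees C with anti-CD3/anti-CD4 beads plus anti-CD28.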
Abeta yeast res = restores growth of yeast expressing A-beta42 peptide | yeast expressing A-beta42, growth rescue, OD600, 48 h; response scale: 0% DMSO, 100% iron-clioquinol control | actives 0.063% (n = 410,000) | AID 1347071 | Potency, µM (series often up to 46.1 µM), for inactives: at the highest dose growth rescue, actives largely listed as activators; note: potency is the fitted concentration of half-maximal effect; nearly all actives have a fitted effect of over 55% in size
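Yeast growth medium received pinned compounds, then yeast cells expressing toxic A-beta were added; plates incubated at 30 C for 48 hr. Growth read as absorbance at 600 nm, normalized to DMSO and equimolar FeCl3 plus clioquinol controls.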
WRN helicase inh = WRN helicase (human) inhibition; actives 0.46% (n = 360,000); AID 651768; Potency, µM (series often up to 114 µM), for inactives: top-dose activity change, negative = inhibition, most hits filed as inhibitors; WRN helicase unwinding, fluorescent forked duplex, kinetic; note: potency is the fitted concentration of half-maximal effect; % is set by controls: 0 for no effect and ±100 for the full control effect; nearly all actives have a fitted effect of over 55% in size
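Kinetic red-fluorescence monitoring (525/598 nm) tracks WRN helicase activity after 100 nM fluorophore-quencher forked duplex and 2 mM ATP are added to 20 nM enzyme pretreated 15 min at room temperature with compound.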
EPAC1 ag = activates human EPAC1 exchange factor | O95398 | EPAC1 agonist qHTS, biochemical assay; response scale: 100% = response to 6.5 mM cAMP | Potency, µM (top dose mostly 154 µM), without a hit: at the top dose activation, most hits filed as activators | actives 0.073% (n = 360,000); note: potency is the fitted concentration of half-maximal effect; nearly all actives have a fitted effect of over 60% in size
Target sequence (O95398 whole entry, looked up): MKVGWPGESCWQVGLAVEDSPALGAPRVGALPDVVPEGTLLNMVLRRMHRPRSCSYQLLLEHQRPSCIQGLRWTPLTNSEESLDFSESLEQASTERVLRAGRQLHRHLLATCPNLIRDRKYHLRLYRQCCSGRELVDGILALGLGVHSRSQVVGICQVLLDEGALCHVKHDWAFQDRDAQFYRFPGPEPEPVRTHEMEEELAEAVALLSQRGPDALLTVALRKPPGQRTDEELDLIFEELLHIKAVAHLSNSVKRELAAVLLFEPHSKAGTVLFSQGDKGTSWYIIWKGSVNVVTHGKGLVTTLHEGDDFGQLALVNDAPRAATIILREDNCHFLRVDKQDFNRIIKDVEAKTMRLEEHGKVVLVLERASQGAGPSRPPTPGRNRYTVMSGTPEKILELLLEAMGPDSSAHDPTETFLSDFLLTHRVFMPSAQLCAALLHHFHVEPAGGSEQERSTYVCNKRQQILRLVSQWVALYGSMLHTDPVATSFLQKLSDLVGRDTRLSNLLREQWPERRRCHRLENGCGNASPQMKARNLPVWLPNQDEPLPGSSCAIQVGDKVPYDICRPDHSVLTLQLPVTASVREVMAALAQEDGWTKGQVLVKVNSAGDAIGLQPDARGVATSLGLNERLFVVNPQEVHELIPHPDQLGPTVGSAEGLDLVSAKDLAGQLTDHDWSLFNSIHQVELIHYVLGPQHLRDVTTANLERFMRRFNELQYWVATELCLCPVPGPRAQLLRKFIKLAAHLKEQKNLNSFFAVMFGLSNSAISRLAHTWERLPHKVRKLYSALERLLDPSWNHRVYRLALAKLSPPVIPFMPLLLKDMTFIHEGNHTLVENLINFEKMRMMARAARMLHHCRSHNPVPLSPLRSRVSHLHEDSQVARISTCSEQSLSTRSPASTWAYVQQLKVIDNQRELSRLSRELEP
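Multi-concentration qHTS readout: loss of Rap1B-bound BODIPY-GDP fluorescence driven by 100 nM EPAC1 with excess GDP (50 uM), monitored kinetically at room temperature; agonist response expressed relative to 6.5 mM cAMP.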
PLK1 PBD inh = PLK1 (human) polo-box domain binding inhibition; Plk1 PBD binding of FITC phosphopeptide, fluorescence polarization; Potency, µM, for the others: max response, negative = inhibition, usual class: inhibitors; actives 2.8% (n = 360,000); AID 720504; note: potency is the fitted concentration of half-maximal effect; series mostly up to about 57 µM; % is set by controls: 0 for no effect and ±100 for the full control effect; nearly all actives have a fitted effect of over 65% in size
PI5P4K alpha inh = PI5P4K alpha (human) kinase inhibition. PI5P4Kalpha enzyme, ADP-Glo luminescence, 60 min; stronger effect = lower value. max response, %. actives 1.2% (n = 330,000). P48426. AID 652105; active = max response of -50% or lower; inconclusive = between -30% and -50%; inactive = -30% or higher; note: value at the top dose of about 77 µM; % is set by controls: 0 for no effect and ±100 for the full control effect
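ADP-Glo luminescence end-point after a 60 min room-temperature kinase reaction. PI5P4Kalpha and substrate in HEPES pH 7.4 buffer with EGTA, 0.1% CHAPS and 5% DMSO; ATP at 5 microM final.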
EPAC1 antag = antagonists of human EPAC1. actives 0.14% (n = 360,000). O95398. EPAC1 GEF assay, Rap1b-BODIPY-GDP exchange fluorescence. Potency, µM (highest dose often 115 µM), for inactives: at the highest dose activity change, negative = inhibition, hits mostly inhibitors. AID 720709;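 note: potency is the fitted concentration of half-maximal effect; plate controls were vehicle for no effect and positive control for full effect; nearly all actives have a fitted effect of over 50% in size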
FUS yeast rescue = suppressors of FUS proteinopathy in yeast | S. cerevisiae FUS-expressing, growth rescue, OD600, 24 h | actives 0.24% (n = 390,000) | Potency, µM (doses to about 76.6 µM), without a hit: top-dose growth rescue (activation), hits mostly activators | AID 1347120;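 note: potency is the fitted concentration of half-maximal effect; plate controls were DMSO vehicle for no effect and reference control for full effect; nearly all actives have a fitted effect of over 55% in size; some results filed as inactive show a strong effect at the top dose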
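FUS-expressing yeast, raffinose-pregrown, induced in 2% galactose minimal medium at OD 0.005; compounds in a dilution series, 24hr at 30C. Growth restoration read as absorbance at 600 nm. CP55940 positive control, DMSO negative.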
An asterisk follows results filed as active; ? = inconclusive; nt = no result given; & = joins results of further samples; [ ] = dose if it differs, or a comment. Unless noted, calls come from the whole dose curve; as a rule, active = well fitted curve in the direction sought with a large enough effect; inconclusive = small, poorly fitted or top-dose-only effect, or another doubt; inactive = no such curve, though single readings can be large; an effect the other way counts as inactive or inconclusive.

1) COc1cc(OC)c(NC(=O)CC(=O)Nc2cc(Cl)c(OC)cc2OC)cc1Cl
2) Cc1cc(NC(=O)CCC(=O)N(Cc2cccs2)C(C(=O)NC2CCCC2)c2ccncc2)no1 (stereo unspecified)
3) C[C@H](CO)N1C[C@H](C)[C@@H](CN(C)C(=O)Nc2ccc3c(c2)OCO3)Oc2c(cccc2N(C)C)C1=O
4) CCOc1cc(C=NNC(=O)c2cccc(S(=O)(=O)N3CCCC3)c2)ccc1O
5) CCOC(=O)c1cn(-c2c(Cl)cccc2Cl)c2cc(Cl)c([N+](=O)[O-])cc2c1=O
6) Cc1cc(C)c(S(=O)(=O)NCC2CCC(C(=O)NCc3ccc4c(c3)OCO4)CC2)c(C)c1 (stereo unspecified)
Screen / compound no.	1	2	3	4	5	6
IL-2 act	0.1	-1.2	0.0	0.0	-3.9	-1.0
Abeta yeast res	-18%	1%	-14%	-12%	9%	4%
WRN helicase inh	2%	14%	0%	-11%	-6%	14%
EPAC1 ag	-6%	-1%	-11%	-5%	-2%	-10%
PLK1 PBD inh	4%	-2%	-11%	-3%	-9%	-1%
PI5P4K alpha inh	-17	1	0	0	-18	nt
EPAC1 antag	-1%	17%	-15%	0%	-5%	9%
FUS yeast rescue	20%	10%	-7%	2%	41%	-3%

7) CCOC(=O)C1=C(CC)Nc2ccccc2N=C1NC(=O)c1ccc(S(=O)(=O)N2CCCC2)cc1
8) COc1cc(OCc2ccccc2)c2c(CCC(=O)O)cc(=O)oc2c1
9) CN(c1ccc(C(=O)Nc2ccc(CC#N)cc2)cc1)S(C)(=O)=O
10) Cn1nc([N+](=O)[O-])nc1Sc1nnnn1-c1cccc(C(=O)O)c1
11) CN(C)S(=O)(=O)c1ccc(C(=O)Nc2ccccc2F)cc1
12) Cc1ccccc1Nc1c(C)c(C)nc2ncnn12
Screen / compound no.	7	8	9	10	11	12
IL-2 act	0.2	-5.1	0.4	-3.8	-0.6	1.6
Abeta yeast res	-4%	-8%	-1%	-4%	-9%	-6%
WRN helicase inh	-10%	-3%[11.6 µM]	4%	-2%	-6%	-33%
EPAC1 ag	-3%	5%	6%	3%	-2%	11%
PLK1 PBD inh	-3%	-12%	1%	0%	-10%	-9%
PI5P4K alpha inh	-2	-9	0	-2	nt	-1
EPAC1 antag	-22%	-5%	1%	14%	7%	-8%
FUS yeast rescue	47%	nt	-12%	-16%	17%	-4%

13) Nc1ccc(NC(=O)c2ccccc2)c2c1C(=O)c1ccccc1C2=O
14) CC(C)N(Cc1ccccc1)C(=O)CSc1nccn1C
15) COc1cc(COC(=O)c2cnc(C)cn2)c(OC)cc1Br
16) O=C(/C=C/c1ccccc1)NCCS(=O)(=O)N1CCN(c2ccccc2)CC1
17) Cc1nn2c(=O)cc(CSc3ccccc3NC(=O)c3ccccc3F)nc2s1
18) Cc1ccc(Nc2ncnc3c2nnn3Cc2ccccc2)cc1
Screen / compound no.	13	14	15	16	17	18
IL-2 act	-2.8	-1.2	-1.6	0.1	0.1	-0.2
Abeta yeast res	-11%	-1%	-7%	14%	-2%	3%
WRN helicase inh	-17%	5%	-30%	5%	-2%	-3%
EPAC1 ag	1%	1%	2%	4%	14%	-8%
PLK1 PBD inh	-5%	-7%	-12%	3%	-3%	1%
PI5P4K alpha inh	nt	-4	-5	-5	3	-26
EPAC1 antag	10%	-23%	2%	7%	-10%	8%
FUS yeast rescue	30%	-40%	19%	2%	-13%	-19%

19) CC1=C/C(=N\NC(=S)NCCc2ccccc2)CC(C)(C)C1
20) COCCNC(=O)CSc1nc2ccccc2c(=O)n1CCCC(=O)NCc1ccccc1
21) CC(C)Cn1nc(NC(=O)C(C)(C)C)c2cc3ccccc3nc21
22) Cc1ccc(Nc2nc(CSc3nnc(-c4cccs4)o3)cs2)cc1
23) O=C(Nc1ccccc1)c1cc([N+](=O)[O-])ccc1NCc1cccnc1
24) O=C(Nc1ccc2c(c1)OCCO2)C1CCN(S(=O)(=O)c2ccc3c(c2)OCCO3)CC1
Screen / compound no.	19	20	21	22	23	24
IL-2 act	7.1	-0.4	1.1	-0.2	-0.7	-0.1
Abeta yeast res	?	2%	0%	-5%	-17%	6%
WRN helicase inh	-5%	6%	-1%	-8%	-6%	-27%
EPAC1 ag	-8%	1%	9%	21%	-1%	15%
PLK1 PBD inh	-6%	3%	-22%	-6%	?	1%
PI5P4K alpha inh	-3	11	4	-2	4	1
EPAC1 antag	14%	-2%	-19%	-9%	-11%	-5%
FUS yeast rescue	19%	nt	?	-14%	-10%	20%

25) CCc1cc(C)cc(OCCNC(=O)c2ncn[nH]2)c1
26) Cc1ccccc1C(=O)NNC(=O)C(=O)Nc1cccc(Cl)c1C
27) CCN1CCN(C(=O)CN2C(=O)c3cccc4cccc2c34)CC1
28) COC(=O)C1CCN(C(=O)COC(=O)COc2ccc(C#N)cc2)CC1
29) COCCNC(=O)C1(C)CCN(C(=O)c2ccc3c(c2)C(C)(C)CCC3(C)C)C1 (stereo unspecified)
30) CCCNC(=O)CCC(NS(=O)(=O)c1ccc(C)cc1)C(=O)NCCC (stereo unspecified)
Screen / compound no.	25	26	27	28	29	30
IL-2 act	0.4	-1.0	0.6	-1.2	-0.6	-1.2
Abeta yeast res	21%	-17%	3%	0%	-3%	-4%
WRN helicase inh	-9%	6%	7%	4%	0%	-6%
EPAC1 ag	11%	5%	-4%	1%	0%	-2%
PLK1 PBD inh	2%	-10%	2%	-16%	-5%	-1%
PI5P4K alpha inh	nt	nt	-9	2	-2	nt
EPAC1 antag	9%	10%	6%	6%	-3%	1%
FUS yeast rescue	-10%	20%	-2%	13%	17%	-13%

31) Cc1nn(-c2ccccc2)c(C)c1NC(=O)COC(=O)c1ccccc1OC(F)F
32) Cc1ccc(S(=O)(=O)NCCC(=O)NCC(c2ccc(F)cc2)N2CCOCC2)cc1 (stereo unspecified)
33) CCCCOC(=O)c1ccc(NC(=O)c2ccoc2C)cc1
34) CCn1c(COc2ccc(C)cc2)nc2ccccc21
35) Cc1ccc(N2C(=O)N3[C@H](c4ccc(Cl)cc4)[C@@H]4C(=O)N(C5CCCCC5)C(=O)[C@@H]4[C@]3(Cc3ccccc3)C2=O)cc1
36) Cc1[nH]nc2c1C1(C(=O)Nc3ccc([N+](=O)[O-])cc31)C(C#N)=C(N)O2 (stereo unspecified)
Screen / compound no.	31	32	33	34	35	36
IL-2 act	-1.0	2.3	-2.4	0.0	0.2	-4.2
Abeta yeast res	5%	-4%	3%	21%	14%	0%
WRN helicase inh	-2%	-6%	-9%	2%	-3%	-4%
EPAC1 ag	5%	-2%	10%	-2%	-12%	1%
PLK1 PBD inh	-11%	-9%	-9%	1%	21%	-20%
PI5P4K alpha inh	8	-7	nt	4	-23	-56*
EPAC1 antag	22%	19%	-14%	5%	-5%	-13%
FUS yeast rescue	1%	-10%	19%	13%	23%	23%

PI5P4K alpha inh, entries above that show a hit.
no.	molecule	IL-2 act	WRN helicase inh	EPAC1 ag	PLK1 PBD inh	PI5P4K alpha inh	EPAC1 antag	FUS yeast rescue
36	Cc1[nH]nc2c1C1(C(=O)Nc3ccc([N+](=O)[O-])cc31)C(C#N)=C(N)O2 (stereo unspecified)	-4.2	-4%	1%	-20%	-56*	-13%	23%

For convenience, 4 of the compounds above.
33) CCCCOC(=O)c1ccc(NC(=O)c2ccoc2C)cc1
34) CCn1c(COc2ccc(C)cc2)nc2ccccc21
35) Cc1ccc(N2C(=O)N3[C@H](c4ccc(Cl)cc4)[C@@H]4C(=O)N(C5CCCCC5)C(=O)[C@@H]4[C@]3(Cc3ccccc3)C2=O)cc1
36) Cc1[nH]nc2c1C1(C(=O)Nc3ccc([N+](=O)[O-])cc31)C(C#N)=C(N)O2 (stereo unspecified)
Screen / compound no.	33	34	35	36
IL-2 act	-2.4	0.0	0.2	-4.2
Abeta yeast res	3%	21%	14%	0%
WRN helicase inh	-9%	2%	-3%	-4%
EPAC1 ag	10%	-2%	-12%	1%
PLK1 PBD inh	-9%	1%	21%	-20%
PI5P4K alpha inh	nt	4	-23	-56*
EPAC1 antag	-14%	5%	-5%	-13%
FUS yeast rescue	19%	13%	23%	23%

Next structures.
37) O=c1cc(-c2ccc(O)cc2)oc2c([C@@H]3O[C@H](CO)[C@@H](O)[C@H](O)[C@H]3O)c(O)c([C@@H]3O[C@H](CO)[C@@H](O)[C@H](O)[C@H]3O)c(O)c12
38) COCCNC(=O)c1c[nH]c2ccc(S(=O)(=O)Nc3ccc(F)cc3F)cc2c1=O
39) Cn1c(=O)c2c(nc(N3CCOCC3)n2CCSc2ncccn2)n(C)c1=O
40) COc1ccccc1Oc1ccc(NC(=O)c2ccc(Cl)cc2)cc1
41) CC(=NNS(=O)(=O)c1ccc(C)cc1)c1ccccc1
42) Cc1nc2sc3c(c2c(=O)o1)CC(C)(C)OC3
Screen / compound no.	37	38	39	40	41	42
IL-2 act	-0.7	-2.1	-1.1	-3.6	-1.9	-0.1
Abeta yeast res	16%	-4%&-6%	-10%	9%	-14%	-6%
WRN helicase inh	-4%	-10%[11.6 µM]	9%	5%	-6%	-17%
EPAC1 ag	14%	8%	-4%	0%	-16%	4%
PLK1 PBD inh	-1%	-11%	3%	30µM*	5%	-13%
PI5P4K alpha inh	-2	-7	-3	-5	0	-7
EPAC1 antag	4%	-6%	?	-3%	5%	-15%
FUS yeast rescue	7%	-21%&-13%	-27%	5%	-18%	-13%

43) O=C(NCCCn1ccnc1)c1cccc(S(=O)(=O)Nc2ccc(F)cc2)c1
44) O=C(NCc1ccc(F)cc1)C1CC(=O)N(C2CCCC2)C1 (stereo unspecified)
45) S=c1nc[nH]c2c1sc1nc(N3CCOCC3)c3c(c12)CCCC3
46) Nc1nc(SCc2ccccc2)c2ncn(CCO)c2n1
47) CCCCCCC(=O)O
48) COC(=O)[C@H](C)NC(=O)NC(C)CCc1ccccc1 (stereo partly specified)
Screen / compound no.	43	44	45	46	47	48
IL-2 act	0.9	-0.7	-2.5	-1.5	-0.6	-3.1
Abeta yeast res	-17%	5%	-2%	-1%	-11%	-14%
WRN helicase inh	-22%	-12%	-4%	-9%	10%	-10%
EPAC1 ag	1%	-1%	9%	-3%	-8%	1%
PLK1 PBD inh	-5%	5%	-24%	-5%	-16%	-5%
PI5P4K alpha inh	2	-6	-16	0	-4	nt
EPAC1 antag	-18%	3%	-14%	4%	-4%	15%
FUS yeast rescue	5%	nt	57%	nt	-12%	17%
